From PubChem
HSF1 inhib = HSF1 inhibition; NIH3T3-HGL HSE-luciferase, MG132-induced, luminescence 8 h; stronger effect = lower value; activity change, negative = inhibition, % at 7.5 µM (by protocol); 300,000 tested, 0.77% active; AID 2098;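 active = more than half of replicate wells show activity change below -50%, luminescence cut by over half; inconclusive = some wells, but at most half, below -50%; inactive = no replicate well below -50%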;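 note: luciferase reports HSF-1 transcriptional activity via heat shock element; 0% = median of DMSO wells and -100% = zero luminescence signal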
KLF5 inhibitor = kruppel-like factor 5 inhibition | DLD-1 KLF5 promoter-luciferase reporter, luminescence | 290,000 tested, 0.23% active | inhibition, % at 5 µM;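 active = inhibition above a per-plate limit of that plate's mean compound inhibition plus 3 SD, cut at about 60% in these data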;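 note: 0% = DMSO wells and 100% = LY294002 at 200 µM; higher means less KLF5 promoter-driven luciferase light; inactives centre near -14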
HSF1 activator = increases HSF-1 driven luciferase reporter signal; NIH3T3-HGL HSF-1 luciferase reporter, MG132, 8 h; 100% = twice DMSO control signal; activation, % at 9 µM; 300,000 tested, 1.7% active; AID 504408;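 active = mean replicate activation of at least 50% with a set share of replicates each reaching 50%; inconclusive = only one of those two conditions met; inactive = mean below 50% and too few replicates reaching it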;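 note: 0% = median of the neutral control wells and 100% = twice that signal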
AI-2 QS modul = modulators of Vibrio harveyi AI-2 quorum sensing system; Vibrio harveyi JMH597 AI-2 luminescence/OD600 ratio, 9 h; stronger effect = lower value; strain lacks LuxN and CqsS sensors; 0 = neutral-control median; activity change, % at 7.5 µM; 300,000 tested, 0.4% active; AID 2094; in the data active = activity change below about -75%, passing the limit was not always enough; inconclusive = no clear call, values can overlap the other calls;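 note: luminescence divided by OD600 gain over 9 h not by final OD600 alone; inactives centre near 13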
HDAC3 inh = inhibitors of human histone deacetylase 3; O15379; recombinant HDAC3, fluorogenic peptide/trypsin coupled, fluorescence; inhibition, % at 8.3 µM; 320,000 tested, 0.15% active; in the data active = inhibition above about 26%, passing the limit was not always enough; inconclusive = no clear call, values can overlap the other calls
Target sequence (O15379 whole entry, looked up): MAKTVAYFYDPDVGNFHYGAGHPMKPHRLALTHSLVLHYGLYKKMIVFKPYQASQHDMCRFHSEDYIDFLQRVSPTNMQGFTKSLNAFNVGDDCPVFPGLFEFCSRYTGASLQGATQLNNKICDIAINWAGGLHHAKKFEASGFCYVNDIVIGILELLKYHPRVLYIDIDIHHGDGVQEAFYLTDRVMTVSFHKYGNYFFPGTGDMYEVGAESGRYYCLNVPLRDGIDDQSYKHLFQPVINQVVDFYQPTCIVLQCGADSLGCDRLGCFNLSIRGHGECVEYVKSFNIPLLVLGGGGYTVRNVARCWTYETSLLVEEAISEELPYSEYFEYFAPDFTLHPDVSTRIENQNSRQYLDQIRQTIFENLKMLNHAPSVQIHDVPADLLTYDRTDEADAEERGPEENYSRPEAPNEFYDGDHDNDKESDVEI
IEC-6 cytotox = IEC-6 cytotoxicity, counter-screen for KLF5 inhibitors; luminescence viability; inhibition, % at 5 µM; 290,000 tested, 0.78% active; AID 1825; in the data active = inhibition above about 22%;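 note: 0% = plate median of test compound wells and 100% = cytotoxic reference compound wells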
aSyn UTR inh = 5' untranslated region of α-synuclein, MLPCN primary screen; inhibition, % (tested at 7.5 µM); alpha-synuclein 5'UTR reporter, inhibitor activity; 300,000 tested, 0.82% active; AID 1813; in the data active = inhibition above about 60%; inconclusive = no clear call, values can overlap the other calls;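 note: H4 neuroglioblastoma cells stably carrying SNCA 5'UTR luciferase fusion; 0% = DMSO wells and 100% = positive control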
Platelet DG rel = platelet dense granule release activity. human platelet-rich plasma, SFLLRN dense granule ATP release, luminescence. inhibition, %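 (compounds screened at 7.5 µM in platelet-rich plasma)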. 300,000 tested, 0.22% active. AID 1663;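 active = mean replicate score, as percent of positive control, at or above 50; inconclusive = mean below 50 but at least one replicate at or above 50; inactive = mean and every replicate below 50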
HIF activator = HIF pathway transcriptional activation | U2OS HRE-luciferase reporter, luminescence; normalized: DMSO 0%, desferrioxamine 100% | activation, % at 7.5 µM (by protocol) | 300,000 tested, 0.32% active;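 active = mean activation of at least 10% of the iron chelator positive control signal, with at least half of replicates also reaching 10%; inconclusive = mean and replicate majority disagree about reaching 10%; inactive = mean and most replicates under 10%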
HSP90 inh = inhibitors of HSP90 luciferase refolding in rabbit reticulocyte lysate | luciferase refolding luminescence, 3 h | inhibition, % at 5.6 µM | 290,000 tested, 0.91% active | AID 1789;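 active = inhibition above the screen-wide mean plus 3 SD, computed separately per campaign, cut at about 16% in these data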;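 note: 0% = DMSO wells and 100% = 60 µM geldanamycin wells; inhibitors lower the luminescence because luciferase stays unfolded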
* marks the source's active call; other numbers are inactive results; ? = inconclusive; . = no result given. Hits appear at their usual frequency; overall some 5% were active at least once.

Under each structure – HSF1 inhib | KLF5 inhibitor | HSF1 activator | AI-2 QS modul | HDAC3 inh | IEC-6 cytotox | aSyn UTR inh | Platelet DG rel | HIF activator | HSP90 inh
Cc1nn(CCCC(=O)Nc2sc3c(c2C#N)CCC3)c(C)c1[N+](=O)[O-]
→ 4 | 18 | -7 | 18 | 4 | 7 | 1 | 3 | 0.3 | 2
CC(C)CNC(=O)CN(C1CCCCC1)S(C)(=O)=O
→ -5 | 2 | 2 | 15 | 1 | -4 | 5 | 25 | -0.2 | 1
O=C(Nc1ccccc1F)c1ccc([N+](=O)[O-])s1
→ 68 | -43 | 101* | -115* | 1 | -2 | -115 | 1 | 0.4 | 0
CCOC(=O)c1ccc(NC(=O)c2nc[nH]c2C(=O)N(C)Cc2ccccc2)cc1
→ 4 | . | 15 | 15 | -14 | . | 0 | 0 | 0.1 | .
O=C(COc1ccc(Cl)cc1)N1CCN(S(=O)(=O)c2ccccc2)CC1
→ -9 | 5 | -18 | 19 | -2 | -1 | 12 | 3 | 1.3 | 3
Cc1ccc(S(=O)(=O)C2(C(=O)Nc3ccc(F)cc3)CC2)cc1
→ 3 | -31 | 4 | -8 | . | 1 | 7 | 3 | 0.0 | -1
CCN(CC)CCCOC(=O)c1ccc(OC)cc1O
→ 4 | -21 | -1 | 19 | -5 | -8 | 11 | 1 | 0.1 | -4
CCCNc1nc(-c2cc(C(=O)Nc3ccccc3)on2)cc(C(C)C)n1
→ -2 | . | 0 | 33 | 1 | . | 16 | -3 | -0.1 | .
N#CCSc1nnc(-c2sc3ccccc3c2Cl)o1
→ 11 | -19 | 24 | 8 | 1 | -2 | -3 | -5 | 1.8 | 1
O=S(=O)(c1ccccc1)N1CCN(c2nc(-c3cccs3)nc3ccccc23)CC1
→ 6 | -18 | -8 | 14 | -5 | -1 | 34 | 2 | -1.0 | 0
O=C1C2=C(Nc3ccccc3SC2c2ccco2)c2ccccc21 (stereo not drawn)
→ -6 | -15 | -6 | 4 | 4 | 10 | -29 | 5 | 0.4 | 16
Cc1occc1C(=O)NNS(=O)(=O)c1ccc([N+](=O)[O-])cc1
→ 22 | -14 | ? | 34 | 10 | 2 | 7 | 13 | 0.7 | -2
O=C(Nc1ccccc1NC(=O)c1ccco1)c1ccco1
→ 4 | -8 | 22 | 26 | -6 | -5 | 11 | 3 | -0.4 | -2
CC(C)c1ccc(C(=O)Nc2cccnc2)cc1
→ 16 | -101 | 21 | 9 | 1 | 3 | -96 | -2 | 2.8 | 0
CCOC(=O)C(C)Oc1cccc2c(=O)n(CC(=O)N3CCCc4ccccc43)ccc12 (stereo not drawn)
→ -5 | -5 | -20 | 14 | -6 | -5 | 10 | 6 | -0.4 | -3
Cc1ccc(CC(=O)NC(C)CCc2ccccc2)cc1 (stereo not drawn)
→ 4 | 1 | 0 | 13 | -3 | -2 | -7 | -3 | 0.0 | -1
CCOC(=O)CN(C(=O)COc1nc(C)cc(C)c1C#N)c1ccc(F)cc1
→ -6 | 20 | -6 | 11 | 4 | -8 | -13 | -9 | -0.3 | 9
Cc1ccc(C(=O)Nc2cc(C(C)C)c(O)c(C(C)C)c2)cc1
→ . | -3 | . | 4 | 8 | -6 | 49 | 9 | . | -3
O=C(NCc1nc(-c2ccc(C(F)(F)F)cc2)no1)c1cccs1
→ -7 | -34 | 5 | -94* | 0 | 5 | -22 | 13 | 2.3 | -1
CCOc1ccc2oc(=O)cc(CN3CCOCC3)c2c1
→ 6 | -22 | 0 | 14 | -1 | -4 | 19 | -3 | 0.5 | 5
O=C(NCCNC(=O)c1ccccn1)c1ccc(F)cc1
→ -3 | -22 | -4 | 10 | -1 | -2 | 5 | -3 | -0.3 | 3
O=C(NCc1ccco1)c1ccccc1F
→ 1 | -36 | -3 | 23 | 6 | 1 | -25 | -5 | -0.2 | 6
Cc1ccccc1-n1c(C)nnc1SCC(=O)NCC1CCCO1 (stereo not drawn)
→ -7 | -11 | -1 | -3 | -4 | -2 | 16 | -9 | 0.3 | -4
COc1ccc(OC)c(-c2cc(C3CCN(c4ncccc4[N+](=O)[O-])CC3)[nH]n2)c1
→ 1 | -48 | 19 | -13 | 10 | 1 | 12 | -6 | -25 | -4
CC(C)(C)c1ccc(-c2csc(NC(=O)CN3C(=O)NC4(CCCCC4)C3=O)n2)cc1
→ 2 | -8 | 19 | 10 | -1 | 0 | -79 | 8 | 0.3 | 1
NC(Cc1ccccc1)C(O)(c1ccccc1)c1ccccc1 (stereo not drawn)
→ -6 | -14 | -1 | 3 | -7 | 6 | 18 | 1 | -0.3 | -2
NC(=O)c1ccccc1NC(=O)CC1(CC(=O)O)CCCC1
→ -4 | 7 | 18 | . | 3 | -1 | -8 | -4 | 1.4 | 4
O=C(O)C1CSC(c2coc3ccccc3c2=O)N1 (stereo not drawn)
→ 1 | 5 | 11 | 47 | -18 | -2 | -43 | 7 | 0.5 | 6
Cc1cccc(CCNC(=O)c2cccc(NC3=NC4CS(=O)(=O)CC4S3)c2)c1 (stereo not drawn)
→ -8 | -16 | -26 | 19 | 4 | -4 | 14 | -4 | -0.2 | 7
COc1ccccc1NS(=O)(=O)c1cc(NC(=O)c2ccc(Cl)nc2)ccc1Cl
→ 8 | -26 | -7 | 21 | . | -4 | -3 | -3 | 0.0 | 2
COc1cc(CNc2ccc3[nH]c(=O)[nH]c3c2)ccc1OCc1ccccc1Cl
→ 8 | -40 | 43 | 15 | . | -6 | -47 | 19 | 1.7 | -2
O=C1CCC(C(=O)N2CCCC2)CN1CCc1cccc(F)c1 (stereo not drawn)
→ -5 | -6 | -6 | . | 1 | -2 | -21 | 5 | 0.6 | -1
COc1ccc(NC(=O)CSc2nnc(-c3ccncc3)o2)c([N+](=O)[O-])c1
→ -2 | -86 | 8 | 38 | -2 | -4 | -13 | -1 | 0.3 | -2
CCC(C)(CC(=O)Nc1nccs1)c1ccccc1 (stereo not drawn)
→ 3 | -8 | -4 | 14 | 1 | -3 | 9 | 5 | -0.8 | -2
CC1=C(C(=O)Nc2ccc(C)cc2C)C(c2ccc(Cl)cc2)n2nc(C(=O)OC(C)C)nc2N1 (stereo not drawn)
→ -13 | -9 | -9 | 43 | -5 | -7 | -7 | -8 | -0.1 | -4
COC(=O)CNC(=O)c1cccc(Cl)c1
→ -6 | -10 | -13 | -2 | -4 | -1 | 15 | -6 | -0.1 | 1
CN(C)c1ccc(SC#N)cc1
→ 8 | -15 | 4 | -26 | -4 | -7 | -36 | 10 | 0.0 | 9
CCC(=O)Nc1nc(NCc2ccccc2OC)n(-c2ccccc2)n1
→ 2 | -10 | -1 | 23 | 2 | -2 | 6 | -7 | 0.2 | -2
Cc1cc2[nH]c(=O)c(=O)[nH]c2cc1S(=O)(=O)NC1CCC(C)CC1 (stereo not drawn)
→ -1 | -19 | -7 | 32 | -14 | -1 | -19 | -10 | 0.0 | -1
C#CC1(NC(=O)NCCCC)CCCCC1
→ -5 | -14 | -7 | -5 | -3 | -10 | 18 | -1 | -0.2 | -2
Cc1cc(OCC(=O)NNC(=S)NC(=O)c2cccs2)ccc1Cl
→ . | -33 | . | 50 | 10 | 0 | . | . | . | -2
CCN(CC(=O)Nc1ccc(Br)cc1)C(=O)Cc1cccc(F)c1
→ 1 | 2 | 13 | 11 | 10 | -2 | 16 | -4 | 0.4 | 1
CCOC(=O)c1ccccc1N/C=C1\CCCCC1=O
→ 0 | -12 | 5 | 2 | 0 | 0 | -24 | 2 | -0.5 | 2
O=C(CCCC(=O)N(CC(=O)NC1CCCCC1)Cc1ccco1)Nc1ccccn1
→ 0 | -15 | -3 | 10 | 8 | -1 | -13 | 8 | 0.3 | 0
COc1cccc(/C=C2\SC(=S)N(CC(=O)N(C)C3CCS(=O)(=O)C3)C2=O)c1 (stereo not drawn)
→ -1 | -37 | 11 | -20 | -1 | -2 | 20 | -2 | 0.1 | -4
CC(CCc1ccccc1)NC(=O)c1cccc(F)c1 (stereo not drawn)
→ 3 | -36 | 6 | 7 | -1 | -4 | 10 | -1 | -0.4 | 1
CCOc1ccc(CCNC(=O)Nc2ccccc2)cc1OCC
→ -4 | -21 | -16 | 10 | -4 | 6 | 19 | -4 | -0.2 | 4
CC/C(C)=N\N=C\c1c(O)n(CC)c2cc(C3=NNC(=O)CC3)ccc12
→ -6 | -7 | 15 | 9 | -5 | 0 | 28 | 75* | -0.7 | 1
C/C(=N\NC(=O)NC1CCCCC1)c1ccco1
→ 4 | -17 | 3 | 13 | 0 | 2 | -31 | 0 | -0.1 | 3
CCOc1ccc(Br)cc1S(=O)(=O)NCc1ccncc1
→ 6 | -9 | 10 | -3 | -2 | 6 | -5 | -5 | -0.3 | -2
O=c1c2ccccc2[nH]c2ccccc12
→ -2 | -16 | -9 | 3 | -110 | 3 | -32 | -1 | 0.5 | -2
O=c1c2c([nH]c3ccccc13)CCCCC2
→ -2 | 1 | -14 | 6 | -2 | -3 | -16 | -2 | -0.1 | -4
CCCCC(=O)Nc1cc(Cl)ccc1C(=O)O
→ -9 | -19 | -24 | 21 | -4 | 1 | 12 | 0 | 0.4 | 3
Brc1ccc(CSc2ncn[nH]2)cc1
→ -28 | -20 | -43 | 47 | -3 | 0 | 8 | 2 | 0.0 | 1
O=C(Nc1ccc(F)cc1)c1nc[nH]c1C(=O)Nc1ccccc1[N+](=O)[O-]
→ -4 | 4 | -12 | 21 | -3 | -6 | 21 | -6 | 0.7 | 2
Cc1cc(=O)[nH]c2c(C)c(Cl)ccc12
→ -2 | -40 | -17 | 5 | 8 | 3 | 34 | -8 | -0.7 | 0
O=C(c1ccc(COc2ccc(Br)cc2)o1)N1N=C(C(F)F)CC1(O)C(F)F (stereo not drawn)
→ -28 | -21 | -44 | 13 | 15 | 3 | 3 | 6 | -0.8 | -2
COc1ccc(N(CC(=O)NC2CC3CCC2C3)S(=O)(=O)c2ccccc2)cc1Cl (stereo not drawn)
→ 1 | -25 | 1 | 26 | -5 | 5 | 12 | -7 | -0.7 | -1
Cc1nc(SCC(=O)Nc2ccnc3ccccc23)n[nH]1
→ -15 | -16 | -18 | 16 | 3 | 3 | -9 | -3 | 0.2 | 5
O=C(CSc1n[nH]c(-c2ccccc2)n1)Nc1ccc(N2CCOCC2)cc1
→ 11 | -2 | 16 | 6 | -2 | 2 | -68 | -4 | -0.1 | 1
CCOc1ccc(/C=c2\sc3nc(-c4ccco4)nn3c2=O)cc1OCC
→ . | -25 | . | 31 | -4 | -5 | . | . | . | 6
Cc1nnc(SCC(=O)N2c3ccccc3CC2C)[nH]c1=O (stereo not drawn)
→ -5 | 9 | 2 | 26 | 5 | -1 | -16 | -6 | -30 | 0
CC1=C(C)CC(C(=O)NCCc2ccccc2)C(C(=O)O)C1 (stereo not drawn)
→ -2 | -14 | 0 | 1 | 7 | 2 | -31 | 1 | 0.0 | 3
